Assay outcomes: PubChem, National Center for Advancing Translational Sciences (NCATS)
FEN1 inh – qHTS Assay for the Inhibitors of Human Flap endonuclease 1 (FEN1). P39748. Recombinant FEN1 flap cleavage, fluorescence, 15 min. Potency, µM (titrated, usually from 114 µM), inactives show at the top dose activity change, negative = inhibition, hits mostly inhibitors. hit rate 0.35% among 390,000. AID 588795, 2011; note: nearly all actives have a fitted effect of over 65% in size
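With each library titrated from low to high concentration, compounds met 10 nM FEN1 for 15 min at room temperature before 50 nM substrate was added; readings at 0 and 15 min fed four-parameter Hill curve fits.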
N370S GC mod – qHTS Assay for Inhibitors and Activators of N370S glucocerebrosidase as a Potential Chaperone Treatment of Gaucher Disease; Potency, µM (series often up to 59.4 µM), for inactives: at the top dose activity change, negative = inhibition, usual class: inhibitors; N370S GC spleen homogenate, 4MU-glucoside fluorescence; hit rate 0.092% among 330,000; AID 2101, 2009; Lysosomal acid glucosylceramidase (Homo sapiens), P04062;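 note: 0% = full enzyme activity and -100% = no enzyme basal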
KAT2A inh – qHTS Assay for Inhibitors of GCN5L2; AID 504327, 2011; GCN5L2 HAT assay, ThioGlo1 CoA-SH fluorescence; Potency, µM (titrated, usually from 58.9 µM), for inactives: at the top dose activity change, negative = inhibition, most hits filed as inhibitors; Histone acetyltransferase KAT2A (Homo sapiens), Q92830; hit rate 0.21% among 390,000
Target sequence (Q92830 whole entry, looked up): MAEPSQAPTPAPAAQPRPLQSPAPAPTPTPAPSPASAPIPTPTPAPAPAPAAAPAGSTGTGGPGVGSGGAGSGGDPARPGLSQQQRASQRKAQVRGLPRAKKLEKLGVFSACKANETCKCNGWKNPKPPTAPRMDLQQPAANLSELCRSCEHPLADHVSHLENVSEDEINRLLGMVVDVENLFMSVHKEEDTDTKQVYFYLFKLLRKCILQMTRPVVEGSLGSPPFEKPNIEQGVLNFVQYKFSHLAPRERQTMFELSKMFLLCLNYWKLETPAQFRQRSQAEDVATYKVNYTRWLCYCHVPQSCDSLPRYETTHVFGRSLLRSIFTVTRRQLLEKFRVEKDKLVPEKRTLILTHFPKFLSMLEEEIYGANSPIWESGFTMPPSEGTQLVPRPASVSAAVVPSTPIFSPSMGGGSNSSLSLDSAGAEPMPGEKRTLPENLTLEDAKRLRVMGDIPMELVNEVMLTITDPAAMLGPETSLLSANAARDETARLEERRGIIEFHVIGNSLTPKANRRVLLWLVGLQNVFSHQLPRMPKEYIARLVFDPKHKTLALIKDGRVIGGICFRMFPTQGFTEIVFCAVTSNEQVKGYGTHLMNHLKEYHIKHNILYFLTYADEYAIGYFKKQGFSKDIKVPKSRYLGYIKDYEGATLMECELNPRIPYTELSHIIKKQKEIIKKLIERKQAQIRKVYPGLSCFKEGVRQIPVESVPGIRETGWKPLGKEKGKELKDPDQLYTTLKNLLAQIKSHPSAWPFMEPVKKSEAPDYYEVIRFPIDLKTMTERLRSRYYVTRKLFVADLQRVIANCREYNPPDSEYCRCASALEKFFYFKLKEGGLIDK
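Fluorescence readout, Ex340nm/Em540nm: ThioGlo1 (50uM final) reacts with free CoA thiol released as 20nM GCN5L2 acetylates H3(1-25) peptide (75uM) using acetyl-CoA (70uM). Compound and enzyme sat 15 min beforehand; 20 min room-temperature reaction.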
Numbers without * were called inactive; u = inconclusive; x = no result given; & = joins results of further samples; [ ] = dose if it differs, or a comment. Calls come from the whole dose curve; as a rule, active = well fitted curve in the direction sought with a large enough effect; inconclusive = small, poorly fitted or top-dose-only effect, or another doubt; inactive = no such curve, though single readings can be large; an effect the other way counts as inactive or inconclusive. Unless noted, % is set by controls: 0 for no effect and ±100 for the full control effect; potency is the fitted concentration of half-maximal effect.

SMILES	FEN1 inh	N370S GC mod	KAT2A inh
O=C(COC(=O)CC1CCCC1)Nc1ccc(Cl)cc1	-21%	-11%	-3%
Fc1ccc(-n2ncc3c(Nc4ccc5c(c4)OCCO5)ncnc32)cc1	3%	x	-2%
CC1CC(C)CN(S(=O)(=O)N2CCCC(C(=O)NCCc3ccc(Cl)cc3)C2)C1 (stereo not given)	-12%	-3%	-2%
O=C(NN1C(=O)/C(=C/C=C/c2ccccc2)SC1=S)c1ccncc1	-3%	-6%	-10%
O=C(N/N=C/c1ccccn1)c1ccc(Cl)c(Cl)c1	x	14%	-1%
Cn1cc(CN2CCN(CCO)CC2)c(-c2ccc(Oc3ccccc3)cc2)n1	7%	-17%	-1%
Cc1cccc(C(C(=O)NC2CCCC2)N(C(=O)c2csnn2)C2CCCC2)c1 (stereo not given)	12%	7%	-5%
CCC(C)NS(=O)(=O)c1ccc(OCC(=O)NCc2ccc3c(c2)OCO3)cc1 (stereo not given)	-2%	0%	-4%
C=CCN(C(=O)Cn1c(C(=O)OC)cc2oc(C)cc21)c1ccccc1	3%	10%	-5%
CC(=O)N1CCCc2ccc(NS(=O)(=O)c3ccc(F)cc3F)cc21	-6%	x	2%
O=C(NCC(c1ccc2c(c1)OCO2)N1CCOCC1)C(=O)Nc1ccccc1 (stereo not given)	-8%	x	-1%
O=C(c1ccccc1)c1cc[n+]([O-])cc1	-2%	2%	0%
O=C(O)CC(Cn1cnnn1)c1ccccc1 (stereo not given)	19%	5%	-4%
CCCCn1c(C)cc2c(c1=O)[C@H]1O[C@](CCCCN3C(=O)c4ccccc4C3=O)(Cc3ccccc31)O2	x	x	-2%[12.7 µM]
Cc1ccc(-n2c(SCC(=O)NC3CCCCC3)nc3c(c2=O)SCC3)cc1	-3%	4%	3%
Cc1cc([N+](=O)[O-])ccc1NC(=O)C[n+]1ccc(N(C)C)cc1	2%	-19%	0%
COc1ccc(C2=C(C=Nc3c(C)n(C)n(-c4ccccc4)c3=O)C(c3ccccc3C)c3ccccc3O2)cc1OC (stereo not given)	7%	1%	-13%
Cc1ccc(-n2ncc(C(=O)N3CCN(C(=O)c4ccco4)CC3)c2C2CCN(C(=O)OC(C)(C)C)CC2)cc1C	19%	-20%	-1%
O=C(CNc1cccc2ccccc12)N/N=C/c1ccc(C(=O)O)cc1	-18%	-1%	-3%
COc1ccc(S(=O)(=O)NCCSCc2cccs2)cc1	-16%	3%	-1%
COc1cccc(CNC(=O)C(=O)NCC(c2ccc3c(c2)OCO3)N2CCOCC2)c1 (stereo not given)	-4%	x	-6%
Cc1ccc(S(=O)(=O)n2nc(-c3ccc(Cl)cc3)nc2NCc2ccc(F)cc2)cc1	-25%	x	-6%
COc1ccccc1-c1nnc(SCC(=O)Nc2oc(C)c3c(C)n[nH]c(=O)c23)n1C	-4%	-11%	-5%
Cn1nnnc1SCC(=O)N1CCN(C(=O)c2ccco2)CC1	-3%	4%	-7%
Cc1ccc(-c2nc(CN(C)C(C3CC3)C3CC3)c(C)o2)cc1	-1%	2%	0%
SMILES	FEN1 inh	N370S GC mod	KAT2A inh
Nc1nc2ccccc2[nH]1	-14%	-2%&-19%	-7%
Cc1ccn2c(CN(C)CCn3nc(C)cc3C)c(C(=O)N3CCCCCC3)nc2c1	5%	3%	-2%
COc1cc(OC)cc(C(=O)N2CCC(C(=O)N3CCOCC3)CC2)c1	6%	-13%	-2%
COC(=O)c1sc2ccccc2c1-n1cccc1C(=O)C(=O)Nc1ccc(Cl)cc1	-8%	10%	-6%
CC(C)(O)C#Cc1ccc(C(=O)N2CCN(c3ccc(F)cc3)CC2)cc1	5%	6%	-5%
COc1ccccc1-c1noc(-c2ccc(N3CCC(C)CC3)c([N+](=O)[O-])c2)n1	-7%	x	-1%
COC(=O)C1CN(C(=O)COc2ccc(Cl)c(C)c2)c2ccccc2O1 (stereo not given)	-24%	u	-1%
CC(=O)c1ccc(OCC(=O)Nc2ccc(N3CCCCC3)cc2)cc1	6%	x	-4%
O=C(c1ccccc1)c1ccc(OCCCN2CCCC2)cc1	-2%	-17%	-1%
C=CCNC(=O)NC(=O)COC(=O)c1ccccc1Sc1ccc(C(F)(F)F)cc1[N+](=O)[O-]	-4%	12%	3%
O=C(NNc1cccc(Cl)n1)c1ccccc1CC[N+](=O)[O-]	-12%	-1%	-7%
Nc1ccc(Nc2nc(-c3cccs3)cs2)cc1	13%	-7%	-3%
Cc1ccc(-c2ccc(=O)n(CC(=O)N3CCN(c4cccc(C)c4)C(C)C3)n2)cc1 (stereo not given)	-3%	3%	u
CSCc1ccc(C(=O)N2CCCC(Nc3ccc(F)cc3)C2)o1 (stereo not given)	-14%	-9%	-3%
C/C(=N\N=C(N)N)c1ccc(Cl)cc1	-2%	4%	3%
CN(CC(=O)NCc1ccc(Cl)cc1)S(=O)(=O)c1ccc2c(c1)c(=O)n(C)c(=O)n2C	-8%	x	-7%
CCCn1c2ccccc2c2cnn(CC(=O)NC3CCN(Cc4ccccc4)CC3)c(=O)c21	-1%	-8%	1%
O=C(O)CC(C(=O)O)c1cn(Cc2ccccc2)c2ccccc12 (stereo not given)	-16%	-10%[2.35 µM]	-3%
O=C(Nc1ccc(S(=O)(=O)N2CCC(c3nc4ccccc4s3)CC2)cc1)c1ccccc1	-2%	x	-2%
O=C(CN1C(=O)C2CC=CCC2C1=O)NCc1ccc2c(c1)OCO2 (stereo not given)	-2%	-10%	u
COc1cccc(NC(=O)CN2C(=O)COc3ccc(S(=O)(=O)N4CCOCC4)cc32)c1	0%&-5%	-11%	-5%&-9%
COc1cc(C(C)=O)ccc1OCC(O)CN(CCO)Cc1ccccc1 (stereo not given)	-1%	-3%	0%
Cc1noc(/C=C/N(C)C)c1S(=O)(=O)N1CCCC(C(=O)NC(C)c2ccccc2)C1 (stereo not given)	-16%	12%	0%
CC(=O)Nc1ccccc1NC(=O)C/C(C)=N/NC(=O)c1ccncc1	-16%	-2%	6%
Cc1cc(C)n(Cc2cc(C(=O)O)c3ccccc3n2)n1	13%	9%	-4%

Shown with values under each structure: part of the list above
Values run as follows: FEN1 inh, N370S GC mod, KAT2A inh
O=C(CN1C(=O)C2CC=CCC2C1=O)NCc1ccc2c(c1)OCO2 (stereo not given)
    -2%, -10%, u
COc1cccc(NC(=O)CN2C(=O)COc3ccc(S(=O)(=O)N4CCOCC4)cc32)c1
    0%&-5%, -11%, -5%&-9%
COc1cc(C(C)=O)ccc1OCC(O)CN(CCO)Cc1ccccc1 (stereo not given)
    -1%, -3%, 0%
Cc1noc(/C=C/N(C)C)c1S(=O)(=O)N1CCCC(C(=O)NC(C)c2ccccc2)C1 (stereo not given)
    -16%, 12%, 0%

Next structures
SMILES	FEN1 inh	N370S GC mod	KAT2A inh
Cc1cccn2c(=O)c3cc(C(=O)NC4CCCC4)c(=N)n(CCCN4CCOCC4)c3nc12	u	u	-7%
COc1cc(OC)cc(C(=O)Nc2ccc(Nc3ccccc3)cc2)c1	-26%	-11%	1%
CCCC(CCC)C(=O)Nc1cccc(-c2nc3cccnc3s2)c1	17%	x	-3%
O=C(COC(=O)c1ccccn1)Nc1cccnc1Cl	4%	2%	0%
CCC(=O)c1cc2c(cc1NC(=O)c1ccccc1F)OCCO2	2%	x	3%
CCn1c(-c2nn(C)c(C)c2Cl)n[nH]c1=S	-5%	0%	3%
Cc1ccc(Cl)cc1NCc1nnc2n1CCCCC2	-9%	x	-10%
CN(C)c1ncc2nc(-c3ccccc3)c(=O)n(C3CC3)c2n1	x	u	22µM*
CCCCCn1nc(C(=O)N(CC)c2c(N)n(CCCC)c(=O)[nH]c2=O)c2ccccc2c1=O	-2%	x	0%
COc1ccc(-n2nnnc2SCC(N)=O)cc1	-1%	1%	-5%
Nc1c(C(=O)Nc2ccccc2F)sc2nc(-c3ccco3)ccc12	4%	u	-4%
Cc1ccc(F)cc1S(=O)(=O)NCc1ccc(N2CCN(C)CC2)cc1	3%	0%	-2%
CCOc1cc(C(=O)NC)cc(OCC)c1OCC	2%	-5%	2%
O=C(CCC1CCCN(c2ncccn2)C1)NCc1ccccc1F (stereo not given)	-5%	-5%	-24%
CCOc1ccc(N(C)Cc2cc(=O)oc3ccc(OCC)cc23)cc1	-11%	-8%	0%
COc1ccc(CNC(=O)c2ccc3nc(CCc4ccccc4)oc3c2)cc1OC	3%	x	u
CC1CCc2cc(F)ccc2N1C(=O)c1cnc2sccn2c1=O (stereo not given)	-6%	2%	2%
CC(=O)c1cccc(S(=O)(=O)N2CCC(n3nnc4cc(F)ccc43)CC2)c1	3%	-5%	-6%
Cc1ncc([N+](=O)[O-])n1CCO	-1%	14%	-6%
S=C(Nc1ccc(Cl)cc1)c1nc2ccccc2s1	-5%	-16%	1%
O=C(c1ccccc1)N1CCN(C(=O)c2ccc([N+](=O)[O-])cc2)CC1	18%	-12%	-1%
O=C(CSc1ncnc2c1oc1ccccc12)NCc1ccco1	-15%	2%	-2%
COc1cc(F)c(S(=O)(=O)Nc2c(C)n(C)n(-c3ccccc3)c2=O)cc1OC	-2%	x	2%
Cc1ccc(-n2cc(CNC(C)c3cnn(C)c3C)c(-c3ccc(F)cc3)n2)cc1 (stereo not given)	-14%	-1%	2%
COc1ccc(-n2c(SCC(=O)N3CCc4ccccc43)nc3c([nH]c4ccccc43)c2=O)cc1	7%	x	-3%

Ordered by value in N370S GC mod (highest first): 4 of the compounds above.
SMILES	FEN1 inh	N370S GC mod	KAT2A inh
COc1ccc(-n2nnnc2SCC(N)=O)cc1	-1%	1%	-5%
Cc1ccc(F)cc1S(=O)(=O)NCc1ccc(N2CCN(C)CC2)cc1	3%	0%	-2%
O=C(c1ccccc1)N1CCN(C(=O)c2ccc([N+](=O)[O-])cc2)CC1	18%	-12%	-1%
S=C(Nc1ccc(Cl)cc1)c1nc2ccccc2s1	-5%	-16%	1%

(listing goes on)
SMILES	FEN1 inh	N370S GC mod	KAT2A inh
CN(C)C(=O)CCc1ccc2c3c([nH]c2c1)[C@]1(CCc2ccccc2)[C@@H](C(=O)N2CCCCC2)C[C@H](CC(=O)NCCCn2ccnc2)C(=O)N1CC3	-3%	x	-2%
CCOC(=O)C1(Cc2ccccc2C)CCCN(C(=O)c2cc(C3CC3)[nH]n2)C1 (stereo not given)	-3%	-2%	-5%
CC(=O)Nc1ccc(S(=O)(=O)N[C@@H](C)C(=O)Nc2ccc(N3CCOCC3)cc2)cc1	0%	-1%	-9%
O=C(CSc1ccccc1)NCCCc1ccccc1	-1%	-7%	0%
CC(NC(=O)C(=O)N1CCCCC1)C(c1cccs1)N1CCN(c2ccccc2F)CC1 (stereo not given)	-14%	-15%	-13%
O=C(COC(=O)CCC1CCCC1)Nc1ccccc1Sc1ccccc1	-22%	9%	-4%
CCOC(=O)N1CCN(C2CC(=O)N(c3ccc(F)cc3)C2=O)CC1 (stereo not given)	-7%	3%	-1%
Cc1cc(-c2ccc(F)cc2)nc2cc(C(N)=O)nn12	1%	3%	-7%[0.501 µM]
C/C=C(\C)CN1CCC(n2nccc2NC(=O)CCCc2ccccc2)CC1	-2%	2%	u
Cc1ccc2[nH]c(=O)c(CN(CCc3ccccc3)C(c3nnnn3Cc3ccco3)C(C)C)cc2c1 (stereo not given)	-21%	-7%	u
CCn1nc(C(=O)OCC(=O)N2CC(=O)Nc3ccccc32)c2ccccc2c1=O	5%	-1%	-6%
CN=c1scc(C)n1/N=C/c1cc(Br)c(O)c(Br)c1	-9%	-8%	-5%
S=C(c1ccc(-c2ccc(Br)cc2)o1)N1CCCCC1	3%	-6%	-5%
CCN(CC)C(=O)CSc1nnc(CCN)o1	-11%	-4%	-1%
O=C(NCc1ccco1)C(C(=O)c1ccc(F)cc1)n1ccccc1=O (stereo not given)	-6%	7%	-7%
O=C1C2C3C=CC(C3)C2C(=O)N1c1ccncc1 (stereo not given)	6%	-7%	62%[activator]
COc1ccc(N2CCN(CC(=O)NC(=O)NCc3ccco3)CC2)cc1	7%	5%	0%
COC(=O)C1CCN(S(=O)(=O)c2ccc(N3CCCCS3(=O)=O)cc2)CC1	-4%	x	-6%
COc1cc(OC)cc(C(=O)NNC(=O)c2ccc(-n3cncn3)c([N+](=O)[O-])c2)c1	-5%	-3%	-7%
COc1ccc(-c2c(-c3ccc(C#N)cc3)oc(=O)c3cc(OC)c(OC)cc23)cc1	-9%	x	-15%
O=C(COC(=O)/C=C/c1ccc([N+](=O)[O-])cc1)NCC1CCCO1 (stereo not given)	-2%	-6%	1%
Cc1cccc(C(=O)N=c2c(C#N)cc3c(=O)n4cccc(C)c4nc3n2Cc2ccco2)c1	-15%&-20%	u	1%
COC(=O)c1ccccc1NC(=O)c1ccc(COc2ccccc2Cl)o1	14%	x	-3%
CC(=O)c1ccccc1C(=O)N1CCCC(C(=O)c2ccc(C(F)(F)F)cc2)C1 (stereo not given)	7%	-4%	-3%

The list is partial; rates above refer to the full screens.
